TrxR1 substrate – qHTS Assay for Substrates of Mammalian Selenoprotein Thioredoxin Reductase 1 (TrxR1): qHTS; 390,000 tested, 0.01% active; AID 588456, 2011; Potency, µM (highest dose often 114 µM), for the others: at the top dose activity change, negative = substrate turnover; purified TrxR1 substrate turnover, NADPH consumption readout; further: on the % scale 0 is the no-effect control and ±100 the full control effect; nearly all actives have a fitted effect of over 50% in size
Target sequence (O89049 whole entry, looked up): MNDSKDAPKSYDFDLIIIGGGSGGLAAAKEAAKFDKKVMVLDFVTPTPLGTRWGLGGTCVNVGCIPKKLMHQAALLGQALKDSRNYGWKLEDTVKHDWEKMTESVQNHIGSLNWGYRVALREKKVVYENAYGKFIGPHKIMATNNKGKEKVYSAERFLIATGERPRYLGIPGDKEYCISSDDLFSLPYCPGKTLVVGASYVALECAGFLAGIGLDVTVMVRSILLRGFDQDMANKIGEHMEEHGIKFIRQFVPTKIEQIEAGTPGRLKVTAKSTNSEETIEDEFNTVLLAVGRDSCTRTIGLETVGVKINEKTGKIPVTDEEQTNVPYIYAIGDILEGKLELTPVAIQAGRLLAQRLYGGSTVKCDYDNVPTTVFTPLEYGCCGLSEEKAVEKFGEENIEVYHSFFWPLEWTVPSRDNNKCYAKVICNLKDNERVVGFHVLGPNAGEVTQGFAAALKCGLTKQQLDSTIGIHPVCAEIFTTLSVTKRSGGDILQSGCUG
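Rat TrxR1, dispensed at 90 nM, was prereduced with 400 uM NADPH (final) for 5 min at ~22 deg C, then incubated with compound 15 min before 400 uM selenite. A first-read NADPH fluorescence drop versus no-compound background flagged substrates.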
RGS4 inhibitor – Inhibitors of Regulator of G Protein Signaling (RGS) 4: qHTS; Transcreener GDP fluorescence polarization, RGS4-accelerated GTP hydrolysis; Potency, µM (highest dose often 114 µM), for the others: top-dose activity change, negative = inhibition, most hits filed as inhibitors; 390,000 tested, 0.039% active; further: on the % scale 0 is the no-effect control and ±100 the full control effect; nearly all actives have a fitted effect of over 75% in size; some results filed as inactive show a strong effect at the top dose
Target sequence (P49798 whole entry, looked up): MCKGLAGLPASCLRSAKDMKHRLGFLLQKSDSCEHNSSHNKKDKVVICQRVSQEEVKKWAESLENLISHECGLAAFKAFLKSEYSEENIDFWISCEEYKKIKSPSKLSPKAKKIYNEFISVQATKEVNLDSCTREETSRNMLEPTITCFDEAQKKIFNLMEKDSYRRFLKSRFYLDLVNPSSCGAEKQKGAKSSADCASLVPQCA
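MLSMR compounds (23 nl, pin-transferred) preincubated 10 min at room temperature with a 500nM (2x) first reagent, then RGS4 at 900nM (2x) plus Transcreener GDP mix added; fluorescence polarization (620/688 nm) read before and after 90 min at 30 °C.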
ALOX12 inh – Primary qHTS assay for inhibitors of human arachidonate 12S-lipoxygenase (ALOX12): Round 2 | Polyunsaturated fatty acid lipoxygenase ALOX12 (Homo sapiens), P18054 | purified 12hLO, xylenol orange hydroperoxide absorbance | Potency, µM (titrated, usually from 108 µM), inactives show at the top dose activity change, negative = inhibition, hits mostly inhibitors | 580,000 tested, 1.1% active | AID 1671190, 2021; further: on the % scale 0 is the no-effect control and ±100 the full control effect
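Purified human 12hLO (150 nM final) in 25 mM Hepes, 0.01% Triton X-100, pH 7.0 was preincubated 15 min at room temperature with compound. Then 40 uM arachidonic acid was added, 30 min. Hydroperoxide was read by Fe-XO absorbance ratio 573/405 nm.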
IDH1 R132H inh – qHTS for Inhibitors of mutant isocitrate dehydrogenase 1 (IDH1): qHTS; IDH1-R132H enzyme, NADPH consumption, diaphorase/resazurin fluorescence; AID 602179, 2012; Potency, µM (series often up to 76.6 µM), inactives show at the highest dose activity change, negative = inhibition, most hits filed as inhibitors; Isocitrate dehydrogenase [NADP] cytoplasmic (Homo sapiens), O75874; 390,000 tested, 0.093% active; further: on the % scale 0 is the no-effect control and ±100 the full control effect; nearly all actives have a fitted effect of over 65% in size
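IDH1-R132H (0.5 ug/mL dispensed) in pH 7.5 Tris buffer was preincubated 30 min with compound, then given a substrate mix of 0.016 mM NADPH and 2 mM alpha-KG for 80 min at room temperature; remaining NADPH was read by diaphorase/resazurin fluorescence.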
Vif-APOBEC3G blk – qHTS for Inhibitors of Vif-A3G Interactions: qHTS | HeLa A3G-eYFP + Vif (tagged APOBEC3G with the HIV-1 protein that degrades it), YFP fluorescence, overnight | DNA dC->dU-editing enzyme APOBEC-3G (Homo sapiens), Q9HC16 | 410,000 tested, 0.076% active | AID 602310, 2012 | Potency, µM (highest dose often 46.1 µM), without a hit: top-dose activity, negative = active, most hits filed as inhibitors;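 further: on the % scale 0 is the no-effect control and ±100 the full control effect; nearly all actives have a fitted effect of over 60% in size; hits raise eYFP signal because A3G escapes Vif-driven loss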
Target sequence (Q9HC16 whole entry, looked up): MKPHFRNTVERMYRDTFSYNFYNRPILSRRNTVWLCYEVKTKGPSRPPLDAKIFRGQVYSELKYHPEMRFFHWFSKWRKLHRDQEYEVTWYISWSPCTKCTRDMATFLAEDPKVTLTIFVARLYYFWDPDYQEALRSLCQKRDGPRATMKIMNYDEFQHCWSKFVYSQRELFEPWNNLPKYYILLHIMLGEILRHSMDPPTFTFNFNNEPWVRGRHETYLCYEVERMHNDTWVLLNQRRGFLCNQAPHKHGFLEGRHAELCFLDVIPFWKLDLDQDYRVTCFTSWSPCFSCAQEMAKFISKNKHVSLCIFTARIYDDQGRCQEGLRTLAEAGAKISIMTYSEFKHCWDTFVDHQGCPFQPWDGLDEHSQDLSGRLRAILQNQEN
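HeLa cells stably expressing Vif and C-terminally eYFP-tagged A3G, seeded overnight at 37 deg C, then exposed to compound by pintool overnight at 37 deg C. Rise in yellow fluorescence (Ex 488/Em 500-530, Acumen) marks blocked Vif-driven A3G degradation.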
RXFP1 agonist – qHTS Assay for Agonists of the Relaxin Receptor RXFP1. Relaxin receptor 1 (Homo sapiens), Q9HBX9. AID 2676, 2010. HEK293T-RXFP1 cAMP TR-FRET, 30 min; response scale: percent of porcine relaxin response, buffer zero. 370,000 tested, 0.3% active. Potency, µM (doses to about 57.5 µM), inactives show at the top dose activation, actives largely listed as activators; further: on the % scale 0 is the no-effect control and ±100 the full control effect; nearly all actives have a fitted effect of over 60% in size; many of its hits are not listed in these tables
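Agonist response is measured as cAMP accumulation in an RXFP1-transfected HEK293T line under PDE4 inhibition. Values are scaled between buffer-only and 29 nM porcine relaxin, and EC50s come from standard Hill equation fits.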
Vif-APOBEC3F blk – qHTS for Inhibitors of Vif-A3F Interactions: qHTS; AID 602313, 2012; HeLa A3F-eYFP + Vif (tagged APOBEC3F with the HIV-1 protein that degrades it), YFP fluorescence increase; Potency, µM (highest dose often 46.1 µM), without a hit: at the top dose activity, negative = active; 390,000 tested, 0.2% active; further: % of control where 0% means no effect; nearly all actives have a fitted effect of over 65% in size
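HeLa cells stably expressing Vif plus C-terminally eYFP-tagged A3F were seeded, incubated overnight at 37 deg C, dosed with compound, incubated overnight again at 37 deg C. Yellow fluorescence (Ex 488/Em 500-530) reported blocked Vif-mediated A3F-eYFP degradation.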
USP1-UAF1 inh – Inhibitors of USP1/UAF1: Primary Screen; recombinant USP1/UAF1, Ub-Rhodamine cleavage fluorescence; Potency, µM (series often up to 57.1 µM), without a hit: top-dose activity change, negative = inhibition, hits mostly inhibitors; 390,000 tested, 0.23% active; AID 743255, 2014; further: on the % scale 0 is the no-effect control and ±100 the full control effect; nearly all actives have a fitted effect of over 60% in size; inactives centre near -12
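USP1/UAF1 complex (1 nM) preincubated 15 min at room temperature with compound, then Ub-Rho substrate (150 nM final) added. Kinetic fluorescence at 480/540 nm over 6 reads at 60 s intervals; 50 mM HEPES pH 7.8, 0.5 mM EDTA, 0.1 mg/ml BSA, 1 mM TCEP, 0.01% Tween-20.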
TrxR1 inh – qHTS Assay for Inhibitors of Mammalian Selenoprotein Thioredoxin Reductase 1 (TrxR1): qHTS. Potency, µM (titrated, usually from 114 µM), inactives show at the highest dose activity change, negative = inhibition, usual class: inhibitors. Thioredoxin reductase 1, cytoplasmic (Rattus norvegicus), O89049. 390,000 tested, 1% active. recombinant rTrxR1, NADPH fluorescence consumption, selenite substrate; further: on the % scale 0 is the no-effect control and ±100 the full control effect; nearly all actives have a fitted effect of over 65% in size
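Rat TrxR1 (90 nM in the dispensed reagent) was pre-reduced with 400 uM NADPH for 5 min at room temperature, then incubated with compound for 15 min. After 400 uM selenite was added, NADPH fluorescence (Ex 340/Em 450 nm) was followed for 8 min.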
The depositor's hits bear a star; u = inconclusive; x = not tested or not shown; & = joins results of further samples; [ ] = another dose, or the depositor's remark. The call rests on the fitted dose curve; in most records, active means well fitted curve in the direction sought with a large enough effect; inconclusive means small, poorly fitted or top-dose-only effect, or another doubt; inactive means no such curve, though single readings can be large; an effect the other way counts as inactive or inconclusive. Potency means the concentration at half of the fitted maximal effect. Only part of the results is shown (hit frequency here may not be typical).

Every second line gives: TrxR1 substrate	RGS4 inhibitor	ALOX12 inh	IDH1 R132H inh	Vif-APOBEC3G blk	RXFP1 agonist	Vif-APOBEC3F blk	USP1-UAF1 inh	TrxR1 inh
1. CCCNC(=O)Nc1nc(CC(=O)OCC)cs1
 : 2%	-27%	7%	-5%	1%	-0.9%	-5%	-3%	17%
2. N#Cc1ccc(Cn2c(-c3ccc(F)cc3)noc2=O)cc1
 : -1%	-8%	18%	-9%	1%	0.1%	20%	-11%	24%
3. CC(=O)N1CCc2ccc(N)cc21
 : 10%[57.1 µM]	4%	1%	1%	1%	x	-13%	1%	17%[57.1 µM]
4. COc1cccc(C2c3c(oc4cc(C)c(C)cc4c3=O)C(=O)N2CCCN(C)C)c1 (stereo not drawn)
 : 13%[57.1 µM]	-18%	x	4%	-7%	2.5%	5%	-16%	-42%
5. Cc1ccc(SC(C)C(=O)Nc2ncn[nH]2)cc1 (stereo not drawn)
 : 7%[57.1 µM]	-8%	-6%	-16%	-3%	-0.1%	-1%	-23%	10%[57.1 µM]
6. CCN1C(=O)CC(N2CCN(c3ccc(C(=O)c4ccccc4)cc3)CC2)C1=O (stereo not drawn)
 : 5%[57.1 µM]	34%	6%	-3%	-1%	-0.9%	1%	-8%	20%[57.1 µM]
7. CC12CN3CC(C)(CN(C1)C3c1c[nH]c3ccccc13)C2=O (stereo not drawn)
 : 7%[57.1 µM]	-12%	0%&-5%	4%	4%	0.3%	0%	-14%	12%[57.1 µM]
8. Cc1ccc(-c2cc3ncc(C(=O)c4cc([N+](=O)[O-])ccc4O)cn3n2)cc1
 : -6%	-8%	-16%	-1%	1%	-0.7%	1%	-24%	u
9. O=C(O)CC1c2ccccc2CCN1C(=O)Nc1cc(Cl)ccc1Cl (stereo not drawn)
 : 5%[57.1 µM]	7%	-12%	-23%	7%	0.6%	8%	-14%	23%[57.1 µM]
10. Cc1ccccc1OCC(O)Cn1c(N2CCN(c3ccccc3)CC2)nc2c1c(=O)[nH]c(=O)n2C (stereo not drawn)
 : -6%	-10%	-7%	-9%	-4%	-0.3%	10%	5%	-1%
11. O=C(Cc1ccc(F)cc1)NC1CCCC1
 : 4%[57.1 µM]	26%	33%	-3%	-7%	1.8%	5%	-3%	0%[57.1 µM]
12. CC(=O)Oc1oc(-c2ccccc2)nc1C=Nc1ccccc1
 : -13%	-19%	-1%	-1%	0%	1.8%	-13%	-9%	40µM*
13. COc1ccccc1NC(=O)c1ccc2oc(=O)c(S(=O)(=O)c3ccccc3)cc2c1
 : 6%	-2%	-25%	0%	1%	0.7%	-11%	-14%	16%
14. CN(C)c1ccc(/C=C/c2ccncc2)cc1
 : 3%	-3%	31%[activator]	-1%	u	4.2%	28µM*	-6%	19%&-5%
15. O=C(NCc1ccccc1F)C1CCN(C(=O)NCc2ccccc2)CC1
 : -8%	52%	-1%	4%	-3%	-1.1%	5%	-3%	-12%
16. Cc1cc(Nc2ncc(Cl)cc2Cl)n[nH]1
 : 4%	-1%	-9%	8%	-3%	0.4%	-3%	-9%	13%
17. COc1cc(NC(=O)C2=C(C)OCCS2)c(Cl)cc1C(=O)NCCN(C)C
 : 2%	8%	-10%	1%	-1%	0.2%	-12%	-5%	16%
18. O=C(CCn1cccn1)Nc1ccc(-c2ccno2)cc1
 : -1%	10%	14%	11%	3%	-1.2%	6%	-19%	12%
19. O=C(Nc1cccc(F)c1)C1CC(=O)N(c2ccc(Br)cc2)C1 (stereo not drawn)
 : 5%[57.1 µM]	7%[11.4 µM]	u	-5%	-4%	-1.4%	0%	-18%	16%[57.1 µM]
20. Nc1ncnc2c1cnn2-c1ccccc1
 : 21%	4%	204%&17%[activator]	-5%	-3%	-2.8%	0%	-8%	11%
21. CCOC(=O)C1CCN(C(=O)COC(=O)CNC(=O)c2ccc(C(C)(C)C)cc2)CC1
 : 8%[57.1 µM]	5%	-17%	14%	2%	x	0%	-1%	8%[57.1 µM]
22. Cc1cc(C)cc(NC(=O)C2C3C=CC4(O3)C2C(=O)N(CCCN(C)C)C4C(=O)NC2CCCC(C)C2C)c1 (stereo not drawn)
 : -7%[57.1 µM]	0%	-26%	0%	-1%	1.6%	4%	-15%	10%[57.1 µM]
23. CCOc1ccc(S(=O)(=O)N(C)c2ccc(OCC(=O)Nc3nc(-c4cc(OC)ccc4OC)cs3)cc2)cc1
 : 1%	-7%	0%	-2%	-1%	0.9%	-13%	-1%	13%
24. O=[N+]([O-])c1ccc(N2CCN(S(=O)(=O)c3ccc(Cl)cc3)CC2)cc1NCc1cccnc1
 : -6%	-19%[11.4 µM]	0%[57.4 µM]	4%	-6%	0.3%	-1%	-6%	-5%
25. Cc1noc(C)c1COC(=O)c1cc(C)n(-c2ccccc2)c1C
 : -14%	3%	0%	1%	3%	-0.5%	-1%	-16%	-10%
26. COc1ccc(-c2cc(C(=O)NC(Cc3c[nH]c4ccccc34)C(=O)O)c(C)o2)cc1OC (stereo not drawn)
 : 1%	u	u	-1%	-1%	3.0%	-17%	-12%	-14%
27. COc1ccc(OCC(=O)Nc2ccc3nn(-c4ccc(OC)cc4)nc3c2)cc1
 : 7%[57.1 µM]	-12%	-13%	19%	3%	9.3%	0%	-11%	29%[57.1 µM]
28. O=C(O)c1ccccc1C(=O)N1CCN(c2cccc(Cl)c2)CC1
 : -9%	-13%	0%	0%	-9%	-1.5%	0%	-15%	u
29. CC(C)N1C(=O)CSC1c1ccc(Br)cc1 (stereo not drawn)
 : 0%	-8%	0%	8%	1%	0.9%	7%	-7%	11%
30. COc1ccc(NC(=O)c2cc([N+](=O)[O-])ccc2N2CCCCC2)cc1OC
 : -18%	-7%	-8%	9%	-5%	x	-3%	-5%	10%[57.1 µM]
31. CCOC(=O)C1CCCN(C(=O)c2cn(CC)c3ccc(S(=O)(=O)N4CCCC4)cc3c2=O)C1 (stereo not drawn)
 : -3%[57.1 µM]	14%	-5%	-1%	2%	1.5%	-11%	5%	1%[57.1 µM]
32. Cc1[nH]n(-c2ccccc2)c(=O)c1C(=O)c1ccc([N+](=O)[O-])cc1
 : -5%	-30%	u	8%	-4%	0.2%	5%	-8%	6%
33. COCCCNC(=O)C1CCCN(S(=O)(=O)c2cccc3nsnc23)C1 (stereo not drawn)
 : 4%	6%[11.4 µM]	3%	-8%	2%	-1.5%	4%	-9%	21%
34. COc1ccc(NC(=O)CC2C(=O)N(CCc3ccccc3)C(=S)N2Cc2cccnc2)cc1 (stereo not drawn)
 : 1%	-16%	-9%	4%	3%	-0.2%	-3%	-20%	21%
35. O=C(COC(=O)c1cnc(Cl)c(Cl)c1)NCc1ccco1
 : -5%[57.1 µM]	-12%	-22%	3%	-4%	1.7%	7%	-13%	1%[57.1 µM]
36. Fc1ccc(/C=N/Nc2ccccn2)cc1
 : -5%	18%	-1%	1%	-8%	1.3%	u	8%	-12%[57.1 µM]
37. O=[N+]([O-])c1nn(-c2ccccc2)n(O)c1=NCc1ccc2c(c1)OCO2
 : 1%	-4%	-8%	7%	1%	0.0%	-3%	-15%	0%
38. O=C(COc1ccccc1Cl)Nc1nc(-c2ccncc2)cs1
 : 7%	-33%	-14%	1%	-23%	x	1%	-20%	12%
39. CCOc1ccc(OCCOCCOc2c(Cl)cccc2Cl)cc1
 : -5%	-13%	159%[activator]	7%	4%	x	4%	-14%	2%
40. O=C(CCc1nc2ccccc2c(=O)[nH]1)NCc1ccccn1
 : -3%[57.1 µM]	13%	-3%	3%	-7%	-1.7%	1%	-13%	-1%[57.1 µM]
41. FCCCOc1ccc(/C=N/OCc2ccc(Cl)cc2Cl)cc1
 : -7%	-9%[11.4 µM]	40%[activator]	3%	-8%	0.0%	-4%	-7%	1%[57.1 µM]
42. CCOc1ccc(NCc2cccn2-c2nnc(N3CCC(C(=O)NCc4cccc(OC)c4)CC3)s2)cc1
 : -8%	-2%	-13%	x	x	-1.5%	x	4%	8%
43. CC(Oc1ccc(Cl)cc1)C(=O)NCC1CCCO1 (stereo not drawn)
 : -3%	11%	-5%	9%	0%	1.8%	9%	1%	-4%
44. CCCCN(CC(=O)NC(C)(C)C)C(=O)C(=O)Nc1ccc2c(c1)OCCO2
 : 8%[57.1 µM]	-14%	-18%	7%	-2%	0.1%	11%	-8%	4%[57.1 µM]
45. c1ccc(-c2csc(NC3=NCCCCC3)n2)cc1
 : 7%[57.1 µM]	26%	-4%	2%	2%	-1.4%	6%	-10%	10%[57.1 µM]
